Assay outcomes (PubChem)
aSyn yeast inh: inhibitors of alpha-synuclein toxicity in yeast | Yeast expressing alpha-synuclein, growth rescue, BacTiter-Glo, 24 h | Potency, µM (series often up to 46.1 µM), for inactives: at the top dose growth rescue (activation), hits mostly activators | actives 0.14% (n = 370,000) | AID 652106; note: potency is the fitted concentration of half-maximal effect; % of control where 0% means no effect; nearly all actives have a fitted effect of over 65% in size
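Screening used galactose-induced yeast with toxic alpha-synuclein levels, exposed to compound for 24 hr at 30 deg C. Cell growth, read with BacTiter-Glo luminescence, gave the measured signal.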
DRD3 antagonist: blocks the human D3 dopamine receptor; max response, negative = inhibition, %; D3R cells, DiscoveRx beta-arrestin luminescence, antagonist mode; stronger effect = lower value; P35462; AID 652054; actives 2.5% (n = 360,000); in the data active = max response below about -50%; inconclusive = no clear call, values can overlap the other calls; note: % is set by controls: 0 for no effect and ±100 for the full control effect; mostly tested at two doses, the higher about 12 µM
Target sequence (P35462 whole entry, looked up): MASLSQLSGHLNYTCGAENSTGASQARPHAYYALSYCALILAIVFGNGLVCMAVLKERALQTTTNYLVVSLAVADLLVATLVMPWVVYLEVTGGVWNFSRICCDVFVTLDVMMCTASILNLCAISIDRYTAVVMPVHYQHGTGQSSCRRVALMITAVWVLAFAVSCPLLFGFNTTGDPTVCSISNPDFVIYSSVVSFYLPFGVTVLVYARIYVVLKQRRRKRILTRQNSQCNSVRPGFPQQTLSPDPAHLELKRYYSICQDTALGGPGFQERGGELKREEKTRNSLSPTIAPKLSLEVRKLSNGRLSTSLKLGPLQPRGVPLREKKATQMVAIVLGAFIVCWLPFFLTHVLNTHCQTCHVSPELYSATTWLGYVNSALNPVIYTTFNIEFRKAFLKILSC
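Cells expressing the human receptor were seeded at 1500 cells/well, incubated overnight at 37 degrees C in 5% CO2, then exposed to library compounds with dopamine controls for 90 minutes at 37 degrees C before luminescent detection.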
GLP1R inv ag: GLP-1 receptor (human) inverse agonism | P43220 | HEK293 GLP-1R CRE-luciferase, luminescence, 24 h; GLP-1R form is constitutively active | Potency, µM (titrated, usually from 38.3 µM), for inactives: at the top dose activity change, negative = inhibition, actives largely listed as inhibitors | actives 1.6% (n = 410,000); note: potency is the fitted concentration of half-maximal effect; % is set by controls: 0 for no effect and ±100 for the full control effect; nearly all actives have a fitted effect of over 55% in size
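Readout was luciferase luminescence, measured 12 min after detection reagent at room temperature. Beforehand, GLP-1R reporter HEK293 cells had sat 12 h, then received compounds for 24 hr at 37 deg C.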
TDP-43 yeast inh: rescues yeast growth from TDP-43 toxicity; Potency, µM (highest dose often 46.1 µM), inactives show at the top dose growth rescue (activation), hits mostly activators; AID 652104; actives 1.8% (n = 410,000); TDP-43 expressing yeast growth rescue, BacTiter-Glo, 24 h; note: potency is the fitted concentration of half-maximal effect; % of control where 0% means no effect; nearly all actives have a fitted effect of over 50% in size
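In this qHTS, compounds that restore growth of yeast expressing TDP-43 appear as activators. Cells (OD600=0.02, galactose medium, raffinose-pregrown) are incubated with compound 24 hr at 30 deg C and growth is quantified by BacTiter-Glo.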
Abeta rescue: restores growth of yeast expressing A-beta42 peptide; yeast expressing A-beta42, growth rescue, OD600, 48 h; response scale: 0% DMSO, 100% iron-clioquinol control; Potency, µM (top dose mostly 46.1 µM), for the others: top-dose growth rescue, most hits filed as activators; actives 0.063% (n = 410,000); note: potency is the fitted concentration of half-maximal effect; nearly all actives have a fitted effect of over 55% in size
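Growth rescue measured by 600 nm absorbance after 48 h yeast culture at 30 C with compound. Values normalized between DMSO and an equimolar ferric chloride plus clioquinol control.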
FUS suppressor: rescues growth of FUS-expressing yeast; AID 1347120; Potency, µM (highest dose often 76.6 µM), without a hit: top-dose growth rescue (activation), usual class: activators; S. cerevisiae FUS-expressing, growth rescue, OD600, 24 h; actives 0.24% (n = 390,000);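 note: potency is the fitted concentration of half-maximal effect; plate controls were DMSO vehicle for no effect and reference control for full effect; nearly all actives have a fitted effect of over 55% in size; some results filed as inactive show a strong effect at the top dose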
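Toxicity suppression screen in FUS-yeast. Cells induced with 2% galactose, starting OD 0.005, treated 24hr at 30C with compounds at multiple final concentrations; growth by OD600.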
PTHR1 ag: activates the human parathyroid hormone receptor PTHR1 | Potency, µM (doses to about 115 µM), for the others: at the highest dose activation, usual class: activators | Q03431 | actives 0.075% (n = 410,000) | HEK293 GP2 PTHR1 cells, GloSensor cAMP luminescence, 1 h; note: potency is the fitted concentration of half-maximal effect; nearly all actives have a fitted effect of over 55% in size; some results filed as inactive show a strong effect at the top dose; inactives centre near -15; many of its hits are not listed in these tables
Target sequence (Q03431 whole entry, looked up): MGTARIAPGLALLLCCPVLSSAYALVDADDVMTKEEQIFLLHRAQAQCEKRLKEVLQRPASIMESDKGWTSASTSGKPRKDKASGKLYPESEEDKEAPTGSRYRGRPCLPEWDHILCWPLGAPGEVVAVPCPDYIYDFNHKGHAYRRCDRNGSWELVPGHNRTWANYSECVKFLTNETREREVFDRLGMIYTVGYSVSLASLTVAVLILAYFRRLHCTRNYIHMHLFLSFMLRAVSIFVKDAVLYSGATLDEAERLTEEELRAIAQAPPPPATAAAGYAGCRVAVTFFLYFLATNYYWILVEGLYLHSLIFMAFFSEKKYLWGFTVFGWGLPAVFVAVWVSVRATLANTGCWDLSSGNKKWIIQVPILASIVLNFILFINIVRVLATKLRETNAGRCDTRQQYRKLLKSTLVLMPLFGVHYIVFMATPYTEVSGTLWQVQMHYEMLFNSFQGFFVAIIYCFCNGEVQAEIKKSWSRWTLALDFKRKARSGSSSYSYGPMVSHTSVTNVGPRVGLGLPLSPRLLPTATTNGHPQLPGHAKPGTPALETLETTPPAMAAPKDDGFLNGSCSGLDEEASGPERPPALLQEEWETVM
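HEK-293-derived GP2 cells expressing PTHR1 and a GloSensor cAMP reporter, 3,000/well, plated overnight, given luciferin plus IBMX (each 0.5 mM as added) for 1 h at 37 °C, then compound for 1 h at 37 °C. Luminescence was read after 15 min at room temperature.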
GLP-1R agonist: GLP-1 receptor (human) agonism; P43220; HEK293 GLP-1R CRE-luciferase, luminescence, 4-6 h; cells express a hypersensitive GLP-1R form; Potency, µM (series often up to 45.6 µM), for inactives: at the highest dose activation, actives largely listed as activators; actives 0.007% (n = 380,000); AID 624172; note: potency is the fitted concentration of half-maximal effect; % of control where 0% means no effect
pAkt inh: Akt phosphorylation inhibition. AID 651550. activity change, % for hits at 50 µM. actives 0.32% (n = 360,000). Neuro2A IGF-stimulated pAkt S473 HTRF, 20 min; stronger effect = lower value; in the data active = activity change below about -80%; inconclusive = mostly about -51% to -80%; note: % is set by controls: 0 for no effect and ±100 for the full control effect
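Single-point screen (50 µM final compound) in Neuro2A cells stimulated 20 min with 6 nM IGF at 37 deg C. After lysis, Ser473-phosphorylated Akt read by HTRF (ex 330 nm, em 615/665 nm) as the 665/615 ratio.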
Numbers without * were called inactive; i = inactive; u = inconclusive; x = no result given; [ ] = dose if it differs, or a comment. Unless noted, calls come from the whole dose curve; as a rule, active = well fitted curve in the direction sought with a large enough effect; inconclusive = small, poorly fitted or top-dose-only effect, or another doubt; inactive = no such curve, though single readings can be large; an effect the other way counts as inactive or inconclusive. The list is partial (hit frequency here may not be typical).

SMILES	aSyn yeast inh	DRD3 antagonist	GLP1R inv ag	TDP-43 yeast inh	Abeta rescue	FUS suppressor	PTHR1 ag	GLP-1R agonist	pAkt inh
Cc1ccc(NC(=O)NC2CC(=O)N(c3ccc4c(c3)OCCO4)C2)cc1 (configuration not stated)	0%	15	-22%	18%	11%	-24%	i	-5%	i
N[C@@H](CO)c1nnc([C@H](CCC(=O)O)NC(=O)C2CCNCC2)o1	-7%	-5	19%	8%	4%	-14%	i	-6%	i
CCCc1c(C)nc2scc(-c3ccc(Cl)cc3)n2c1=O	-2%	4	-2%	22%	10%	-8%	i	3%	i
COC(=O)COc1ccc(S(=O)(=O)Nc2ccc(C(N)=O)cc2)cc1Cl	1%	-19	0%	-6%	-3%	-12%	-6%	0%	i
CCN=c1scc(-c2ccco2)n1/N=C/c1ccc(OC)c(O)c1	-3%	10	17%	u	-64%[inhibitor]	x	-83%[inhibitor]	7%	i
O=C(NCCNC(=O)c1ccc(-c2ccc(Cl)c(Cl)c2)o1)c1cnccn1	-11%	76	54%[activator]	u	8%	33%	-10%	u	i
O=C(c1ccc2c(c1)OCO2)C1CCCN(Cc2cc(F)ccc2-n2cccn2)C1 (configuration not stated)	7%	-13	-7%	12%	-4%	5%	i	9%	i
Cc1ccc(S(=O)(=O)NC(=O)c2cc(C)n(-c3cc(S(=O)(=O)N4CCOCC4)ccc3N3CCCC3)c2C)cc1	1%	-4	2%	-15%	-3%	42%	-5%	-1%	i
COc1cc2c(=O)n(Cc3ccco3)c(=O)n(CC(=O)c3cccc(Br)c3)c2cc1OC	-10%	9	u	7%	8%	4%	-22%[57.5 µM]	0%	i
CC1CC2(C)CC(C)C1(COC(=O)Nc1ccccc1)CO2 (configuration not stated)	1%	9	u	35µM*	12%	10%	-23%	5%	i
C/C(=N\NC(=O)c1nc2ccccn2c1C)c1ccc2c(c1)OCO2	-3%	0	19%	24%	18%	x	i	1%	i
Cc1ccc(NC(=O)C2Cc3ccccc3O/C2=N\O)cc1C (configuration not stated)	-3%	52	22%	-22%	-8%	3%	i	1%	i
O=C(CN1C(=O)C(=O)N(CCC2=CCCCC2)C1=O)Nc1ccc(F)cc1F	1%	0	-13%	11%	11%	x	-14%	-17%	i
O=C(Nc1ccc(-c2cn3cccnc3n2)cc1)c1cc(Br)ccc1Cl	x	x	-7%	26%	-1%	-9%	i	1%	x
CCOc1ccc(N(C(C)C(=O)N2CCCC2)S(C)(=O)=O)cc1 (configuration not stated)	7%	0	10%	9%	1%	-3%	i	1%	i
Cc1ccn2cc(-c3cnoc3C)nc2c1	-5%	-1	47%[activator]	-15%	-27%	-37%	-20%[57.5 µM]	-6%	i
COC(=O)c1ccc(OCC2c3cc(OC)c(OC)cc3CCN2C(=O)c2ccco2)cc1 (configuration not stated)	2%	15	-7%	18%	-1%	45%	-8%	9%	i
Cc1cccc(OCCCCCn2ccnc2)c1	-6%	-25	2%	5%	-6%	-7%	i	10%	i
O=C(Nc1ccc(OC(F)(F)F)cc1)c1cnccn1	3%	7	13%	u	-3%	-14%	-18%	-3%	i
COc1ccc(C2C(C(C)=O)=C(O)C(=O)N2CCc2c[nH]c3ccccc23)cc1OC (configuration not stated)	-4%	5	3%	-10%	-18%	u	i	-7%	i
O=C(Nc1cccnc1)c1ccc2nc(-c3ccccc3)c(-c3ccccc3)nc2c1	0%	11	u	28%	-29%	u	-51%[inhibitor]	-4%	i
Cc1ccc(-c2noc(CSc3nnc(-c4cccs4)n3C)n2)cc1	-5%	u	2%	10%	13%	6%	-2%[57.5 µM]	-5%	i
Cc1nc2cc(-c3ccccc3)sc2c(=O)n1N	-52%[inhibitor]	1	u	-24%	-60%[inhibitor]	-17%	-63%	-4%	i
CC(OC(=O)c1ccc(Cl)cc1O)C(=O)NCCC1=CCCCC1 (configuration not stated)	-4%	-15	u	11%	9%	5%	i	4%	i
COc1ccccc1CN(C)C(=O)c1cccc(S(=O)(=O)N2CCc3ccccc3C2)c1	10%	-4	-34%	u	-11%	x	-16%	1%	i

2 of the compounds above, with each value named:
Compound: CCN=c1scc(-c2ccco2)n1/N=C/c1ccc(OC)c(O)c1
  aSyn yeast inh: -3%; DRD3 antagonist: 10; GLP1R inv ag: 17%; TDP-43 yeast inh: u; Abeta rescue: -64%[inhibitor]; FUS suppressor: x; PTHR1 ag: -83%[inhibitor]; GLP-1R agonist: 7%; pAkt inh: i

Compound: O=C(NCCNC(=O)c1ccc(-c2ccc(Cl)c(Cl)c2)o1)c1cnccn1
  aSyn yeast inh: -11%; DRD3 antagonist: 76; GLP1R inv ag: 54%[activator]; TDP-43 yeast inh: u; Abeta rescue: 8%; FUS suppressor: 33%; PTHR1 ag: -10%; GLP-1R agonist: u; pAkt inh: i

Next records:
SMILES	aSyn yeast inh	DRD3 antagonist	GLP1R inv ag	TDP-43 yeast inh	Abeta rescue	FUS suppressor	PTHR1 ag	GLP-1R agonist	pAkt inh
CCCc1nnc(SCC(=O)Nc2ccc(OCC)cc2)n1N	3%	u	18%	1%	8%	-8%	-1%[57.5 µM]	-4%	i
O=C(CNC(=O)c1ccccc1O)N/N=C/c1cc(Br)ccc1OC(=O)/C=C/c1ccco1	-3%	u	u	-2%	-4%	-10%	-21%	3%	i
CCCCn1c(N)c(N(CCOC)C(=O)c2cc(CC)c(C)s2)c(=O)[nH]c1=O	11%	-1	-9%	0%	22%	0%	i	8%	i
CCOC(=O)C1CCCN(C(=O)c2cc(C)n(C(C)(C)C)n2)CC1 (configuration not stated)	0%	5	3%	19%	18%	-10%	i	-2%	i
CCCN(CC(=O)Nc1ccccc1C)C(=O)c1cccc(S(=O)(=O)N2CCc3ccccc3C2)c1	14%	17	u	-6%	4%	u	i	9%	i
O=C1CCCN1C1CCN(Cc2ccccc2)S(=O)(=O)N1 (configuration not stated)	-1%	-5	17%	3%	-19%	-6%	1%	0%	i
COC(=O)COc1ccc(S(=O)(=O)NCc2cccnc2)cc1C	0%	13	12%	-11%	15%	x	i	-1%	i
CC(C)CN(CC(C)C)S(=O)(=O)c1ccc(C(=O)Nc2sc3c(c2C(N)=O)CCN(C(C)C)C3)cc1	-31%[inhibitor]	x	-12%	8%	-19%	u	-9%	10%	x
O=C(Nc1ccccn1)c1ccc(NC(=O)c2ccco2)cc1	1%	16	10%	-6%	-17%	21%	-7%[57.5 µM]	-5%	i
O=S(=O)(c1ccc(Br)s1)N1CCC(Cc2ccccc2)CC1	10%	-9	0%	-19%	-13%	9%	-2%	-5%	i
O=C(OCc1cccc2ccccc12)c1ccc2c(=O)[nH]c(CN3CCOCC3)nc2c1	2%	12	18%	12%	0%	-2%	i	10%	i
CC1CC(C)(C)CC2(C1)NC(=O)N(CC(=O)Nc1cc([N+](=O)[O-])ccc1F)C2=O (configuration not stated)	1%	7	-28%	12%	2%	-3%	i	1%	i
COc1ccc(CSc2nc(C)cc(=O)[nH]2)cc1Br	-1%	-84*	0%	-9%	-9%	8%	-20%	26%	i
CCOc1cc(C#N)c(NC(=O)c2cccc(S(=O)(=O)N3CCOCC3)c2)cc1OCC	x	x	-27%	0%	-4%	23%	-22%	x	x
O=C(CCC1CCCN(C(=O)c2ccc3c(c2)OCCO3)C1)NCc1ccccc1F (configuration not stated)	4%	7	10%	2%	-15%	-11%	-33%[inhibitor]	8%	i
COCCNC(=O)C(c1ccncc1)N(C(=O)Cn1nnc2ccccc21)c1ccc(OC)cc1 (configuration not stated)	1%	-4	-1%	-3%	14%	-2%	i	-7%	i
Cc1ccc(S(=O)(=O)N2CCN(C(=O)NCc3ccc(F)cc3)CC2)c(C)c1	-4%	-2	u	-9%	-18%	-20%	-10%	11%	i
COc1ccc(NC(=O)CN2C(=O)c3cccnc3Sc3ccccc32)cc1OC	x	x	33%[activator]	-1%	-11%	11%	-28%	x	x
CC12CCC(C(=O)NCc3ccc(F)cc3)(OC1=O)C2(C)C (configuration not stated)	0%	11	-9%	17%[9.22 µM]	-4%	-11%	-4%	u	i
O=C1C=C(NCc2ccc(Cl)cc2)CC(c2ccco2)C1 (configuration not stated)	-2%	-3	u	u	7%	7%	-2%[57.5 µM]	0%	i
CC(NC(=O)CCNC(=O)c1ccc(C(C)(C)C)cc1)c1ccccc1 (configuration not stated)	-12%	-5	u	-7%	-2%	x	-31%	-2%	i
COc1ccc(/C=N/n2c(C3CCCCC3)n[nH]c2=S)c(OC)c1	2%	1	u	u	0%	-21%	i	20%	i
Fc1ccc(N2CCN(Cc3cnc(Cl)s3)CC2)cc1	-2%	1	19%	21%	11%	-29%	-9%	4%	i
CCOC(=O)c1noc2ncnc(N3CCN(c4cccc(C(F)(F)F)c4)CC3)c12	x	x	u	u	-18%	30%	-6%	x	x
Cc1occc1C(=O)NC(C)C(C)(C)C (configuration not stated)	-1%	0	u	-8%	-14%	10%	-22%	-3%	i
O=S(=O)(NCc1ccccc1)c1ccc(Cl)c(S(=O)(=O)NCc2ccccc2)c1	7%	-1	0%	-14%	16%	9%	-1%[57.5 µM]	8%	i
CCN(Cc1ccccc1)Cc1c(O)ccc2c(=O)c(-c3ccc(Cl)cc3)c(C(F)(F)F)oc12	x	x	8%	-8%	-20%	-2%	2%	x	x
COC(=O)c1cc(Cl)c(NC(=O)/C=C/c2ccc(OC)cc2)cc1OC	-6%	14	-14%	-1%	-2%	-3%	i	-7%	i
CCOC(=O)C1CCCN(C(=O)CCc2nnc(-c3ccc(C(C)=O)s3)o2)C1 (configuration not stated)	-3%	-11	4%	17%	-21%	2%	-19%	0%	i
